# MEP2 TOR yeast: modulators of MEP2-GFP levels in yeast, primary screen, S. cerevisiae, multiplex flow cytometry, MLPCN library. actives 0.51% (n = 330,000). GFP response vs DMSO, % at 10 µM. S. cerevisiae MEP2-GFP strain, 3 h; 100% = DMSO control level;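 active = GFP response versus DMSO above a set limit, roughly screen mean plus 3 SD, cut at about 180% in these data; inconclusive = fewer than 70 cells counted for a yeast strain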;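 note: median GFP fluorescence of the barcode-gated MEP2-GFP cells per well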
# AGP1-GFP MLPCN: modulators of AGP1-GFP expression in yeast TOR pathway, primary screen, cell-based, multiplex flow cytometry, S. cerevisiae, MLPCN library | 3 h; GFP as percent of DMSO wells | GFP response vs DMSO, % at 10 µM | actives 0.02% (n = 320,000);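 active = GFP response relative to DMSO above a set limit, near screen average plus 3 SD, cut at about 150% in these data; inconclusive = fewer than 70 cells counted for the yeast strain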;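 note: median GFP channel fluorescence of the gated AGP1 strain per well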
# RPL19A TOR yeast: RPL19A-GFP expression modulators in yeast, primary screen, cell-based, S. cerevisiae, multiplex flow cytometry, MLPCN; S. cerevisiae RPL19A-GFP strain, 3 h; active compounds read low; percent response vs DMSO, % at 10 µM; actives 0.3% (n = 330,000); AID 2025, 2009;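 active = percent response vs DMSO below 50%; inconclusive = fewer than 70 events counted for the yeast strain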;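 note: median channel GFP fluorescence of the barcoded RPL19A-GFP strain; ratio of sample median GFP to plate DMSO average so 100% = DMSO; lower means less RPL19A-GFP as with rapamycin TOR inhibition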
# GRK2 inh: compounds blocking aptamer binding on GRK2 – biochemical, human GRK2, bead flow cytometry, HTS, primary screen | FAM-aptamer displacement from GRK2 | inhibition of aptamer binding, % at 10 µM | actives 0.59% (n = 330,000);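 active = inhibition of aptamer binding above 40%, roughly 3 SD of noise, on plates passing a quality check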;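 note: median bead fluorescence of bound FAM aptamer so fluorescent compounds give negative values; no value below 0 was filed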
# Target sequence (P25098 whole entry, looked up): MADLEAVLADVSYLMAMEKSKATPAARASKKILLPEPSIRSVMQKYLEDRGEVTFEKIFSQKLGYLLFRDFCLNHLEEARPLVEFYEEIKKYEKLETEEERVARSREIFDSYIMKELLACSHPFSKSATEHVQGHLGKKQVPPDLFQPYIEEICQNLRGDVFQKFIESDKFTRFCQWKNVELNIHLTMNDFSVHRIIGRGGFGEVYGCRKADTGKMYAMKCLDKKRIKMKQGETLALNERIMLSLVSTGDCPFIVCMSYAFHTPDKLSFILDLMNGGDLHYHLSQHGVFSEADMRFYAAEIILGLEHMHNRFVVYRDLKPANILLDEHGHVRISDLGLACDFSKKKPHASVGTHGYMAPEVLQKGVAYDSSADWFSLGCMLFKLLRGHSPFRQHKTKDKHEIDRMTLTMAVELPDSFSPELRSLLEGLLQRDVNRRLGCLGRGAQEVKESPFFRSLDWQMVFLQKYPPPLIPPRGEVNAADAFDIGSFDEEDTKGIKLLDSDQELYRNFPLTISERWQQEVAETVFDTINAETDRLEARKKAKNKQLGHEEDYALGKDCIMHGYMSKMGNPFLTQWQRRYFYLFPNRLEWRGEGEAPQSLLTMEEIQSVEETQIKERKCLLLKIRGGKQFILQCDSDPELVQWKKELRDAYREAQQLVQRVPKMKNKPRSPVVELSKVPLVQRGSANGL
# CIT2-GFP yeast: modulators of CIT2-GFP expression in yeast, primary screen, S. cerevisiae, GFP fusion, multiplex flow cytometry, MLPCN library. actives 0.065% (n = 320,000). S. cerevisiae CIT2-GFP strain, 3 h; 100 means same as DMSO wells. GFP response vs DMSO, % at 10 µM. AID 2029, 2009;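 active = GFP response relative to DMSO above a set limit, near the screen mean plus 3 SD, cut at about 150% in these data; inconclusive = Fewer than 70 cells measured for a yeast strain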;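 note: ratio of well median GFP fluorescence to mean of DMSO wells on the plate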
# CR mimetic SO: reduction of superoxide in aged yeast, primary screen, HTS. S. cerevisiae aged cells, superoxide DHE fluorescence; active compounds read low. superoxide response (% of plate mean), % at 10 µM. actives 0.18% (n = 330,000). AID 2690, 2010;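 active = superoxide response under a set limit, about three screen SD below normal, cut at about 65% in these data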;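 note: yeast aged for seven days with compound at 30 °C before DHE staining; 100% = average MFI of all compound-treated wells on the plate with controls excluded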
# LAP4-GFP MLPCN: modulators of LAP4-GFP expression in yeast, primary screen, S. cerevisiae, multiplex flow cytometry, MLPCN library | 3 h; median GFP as percent of DMSO wells | GFP response vs DMSO, % at 10 µM | actives 0.34% (n = 320,000);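 active = GFP response vs DMSO above a set limit, about the screen mean plus 3 SD, cut at about 150% in these data; inconclusive = under 70 cell events counted for the yeast strain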
# VLA-4 inh: inhibition in human VLA-4 binding assay, primary screen, VLA-4 allosteric modulator project, MLPCN library, flow cytometry, VLA-4 expressing cells; inhibition, % (about 7 µM as worked out from the volumes in the protocol); ligand binding flow cytometry; actives 0.2% (n = 330,000); Integrin alpha-4 (Homo sapiens), P13612; AID 2557, 2010; in the data active = inhibition above about 50%
# * marks the source's active call; other numbers are inactive results; ? = inconclusive; nt = not tested or not shown; & = joins results of further samples.
SMILES,MEP2 TOR yeast,AGP1-GFP MLPCN,RPL19A TOR yeast,GRK2 inh,CIT2-GFP yeast,CR mimetic SO,LAP4-GFP MLPCN,VLA-4 inh
Cc1ccc(S(=O)(=O)NC(CC(C)C)C(=O)Nc2nccs2)cc1 (stereo not drawn),?,?,?,0.0,?,101.5,?,1.3
CC(C)(Cc1ccc(O)cc1)NC(=O)CC(=O)N/N=C/c1ccc(Cl)cc1,104.8,100.9,100.8,0.0,103.2,86.2,94.6,13.6
CN1CCN(/N=C/c2ccc(Br)cc2)CC1,96.6,101.9,94.8,2.0,101.8,66.8,102.2,-7.1
COc1ccc(/C=N/Nc2nn3cnnc3c3ccccc23)cc1,104.5,130.7,102.2,0.0,110.5,103.6,127.0,-2.8
O=C(NCCc1ccccc1)C(=O)NCC1OCCN1S(=O)(=O)c1ccccc1 (stereo not drawn),105.4,103.8,98.8,0.0,96.3,94.4,111.0,9.6
Cc1cc(NC(=O)COC(=O)c2ccc(S(=O)(=O)N3CCCC3)cc2)no1,100.0,95.2,95.9,0.0,102.0,102.5,113.3,-6.0
O=C(NCCSCc1ccccc1)c1ccc(Cl)c(S(=O)(=O)N2CCOCC2)c1,101.7,97.6,95.9,0.0,90.9,100.6,105.9,13.3
Cc1ccc(NC2=C(NC(=O)c3ccccc3)C(=O)c3ccccc3C2=O)cc1Cl,92.0,88.2,95.8,0.0,79.7,119.3,108.7,10.7
CC(Oc1ccccc1)C(=O)N1CCN=C1SCc1ccccc1F (stereo not drawn),86.1,94.0,93.1,1.0,78.0,94.2,126.8,-6.5
COc1ccc(S(=O)(=O)Nc2ccccc2OC)cc1C,99.6,94.3,94.0,0.0,90.4,109.5,93.6,7.4
CCn1c2ccccc2c2nnc(SCC(=O)Nc3c(C)n(C)n(-c4ccccc4)c3=O)nc21,101.8,100.2,102.3,0.0,96.3,112.2,100.9,3.3
O=C(/C=C/c1ccc(Cl)cc1Cl)n1cccn1,103.4,104.3,104.7,0.0,108.7,90.4,97.9,0.2
COc1cc(OC)c(C(=O)OCC(=O)Nc2nnc(-c3ccccc3)o2)cc1OC,89.3,94.2,95.0,0.0,92.9,113.4,107.5,4.5
Cc1cccn2c(=O)c3cc(C(=O)N4COCC4(C)C)n(C)c3nc12,107.3,99.3,97.8,0.0,89.8,103.3,101.2,7.7
COCCN(CC(=O)Nc1cccc(C)c1C)C(=O)Cn1c(=O)cnc2ccccc21,94.7,95.1,98.2,1.0,94.7,91.7,97.7,-12.9
CC(=O)c1sc(Nc2ccccn2)nc1C,97.0,94.9,97.1,1.0,99.3,84.1,100.4,-1.5
Fc1cccc(Cn2cc(C(=S)N3CCCCC3)c3ccccc32)c1,104.6,100.3,95.4,0.0,92.8,90.5,102.5,-1.2
C=CCS(=O)(=O)N1CCC(CCOc2ccccc2)(C(=O)OCC)CC1,90.6,89.9,99.7,0.0,84.1,93.0,81.5,25.2
CC1CC(C)CN(CC(=O)N2CCCc3c2c(=O)oc2ccc(OCc4ccccc4)cc32)C1 (stereo not drawn),99.9,98.7,97.8,0.0,99.8,88.6,100.5,19.1
CCOC(=O)C1CCN(C(=O)c2ccc3c(c2)NC(=O)/C(=C/c2ccccc2)S3)CC1,103.1,104.5,101.2,3.0,97.3,92.5,96.9,22.6
O=C(CN1CCN(c2ncccn2)CC1)NCc1ccccc1,101.2,nt,87.9,0.0,89.6,87.9,95.7,3.2
O=C(O)c1ccc(NCc2nc3ccccc3n2Cc2ccccc2F)cc1,102.4,107.2,97.9,0.0,101.9,89.0,103.5,5.9
CCOC(=O)c1c(NC(=S)N2CCOCC2)sc(C)c1C,101.2,96.2,97.8,1.0,85.4,119.9,110.5,0.4
CC1C(=O)N2CCCc3cc(NC(=O)COc4ccc(Cl)cc4)cc1c32 (stereo not drawn),104.1,106.7,106.8,1.0,103.8,97.0,102.9,7.9
CCN(CC)C(=O)NC1CCCCCCC1,101.3,94.2,102.0,0.0,95.4,136.9,93.5,1.3
CC1=C(C(=O)OC(C)C)C(c2ccc(Br)s2)NC(=O)N1 (stereo not drawn),100.9,104.4,98.4,4.0,98.8,104.1,93.3,11.7
O=C(NCc1ccccc1)C(c1ccc(F)cc1)N(C(=O)c1csnn1)C1CCCC1 (stereo not drawn),101.6,107.2,102.2,1.0,112.1,87.7,104.2,4.7
COc1ccc2c(c1)[C@@H]1[C@H](CO2)[C@H](c2ccccc2)[C@]2(C)C(=O)Nc3ccc(C)cc3C(=O)N12,91.3,81.4,97.3,7.0,65.6,89.3,115.0,-3.7
O=C(Nc1ccc(C(=O)N2CCCCC2)cc1)c1ccc(Br)cc1,101.2,103.4,100.5,2.0,105.8,107.8,103.3,-18.3
Cc1ccc(CN2CC(C(=O)NCCC3=CCCCC3)CC2=O)cc1 (stereo not drawn),98.2,101.3,95.5,1.0,89.9,116.5,99.8,-4.9
COC(=O)Cn1c2ccc(Cl)cc2c2nc(C)sc21,103.4,97.1,97.8,0.0,94.4,103.0,104.3,7.1
C=CCOc1c(CNc2cccc(C(=O)O)c2)cccc1OC,98.1,84.0,96.9,7.0,81.9,111.9,97.0,12.8
CCN(CC)CC(=O)Nc1c(C)cccc1C,104.1&101.6&99.2,106.8&102.7&76.2,104.6&104.8&89.7,0.0&2.0&0.0,105.4&105.4&88.5,84.3&114.8&91.7,96.7&102.5&116.5,26.0&5.8&24.5
O=C(OCC(=O)N1CCCCC1)c1c[nH]c(=O)[nH]c1=O,108.3,100.8,100.3,0.0,110.1,87.8,99.4,2.1
COc1ccc(C2NC(=O)CCC2[N+](=O)[O-])c(OC)c1 (stereo not drawn),95.7,93.9,96.5,1.0,95.7,112.8,91.2,27.3
COc1ccccc1OCc1nnc(SCC(=O)Nc2ccc(N3CCOCC3)cc2)n1C,101.6,96.5,102.5,0.0,106.2,96.3,95.7,9.1
O=C(/C=C/c1ccc(Cl)cc1)NCCN1CCOCC1,119.3,117.3,109.2,0.0,116.7,87.9,106.7,-3.3
CCc1ccc(N2CC(C(=O)NCc3ccco3)CC2=O)cc1 (stereo not drawn),101.3,101.5,98.9,0.0,101.6,102.5,97.2,4.5
CCCCCC(=O)Nc1ccc(S(=O)(=O)Nc2ccc(Cl)nn2)cc1,101.6,99.8,102.5,0.0,99.8,110.6,97.9,7.5
CCc1ccc(CN2CCCC(CNC(=O)c3cc(OC)cc(OC)c3)C2)cc1 (stereo not drawn),102.8,103.7,101.3,0.0,100.4,95.5,93.4,21.6
Cn1cc(C=O)c2cc(S(=O)(=O)N3CCOCC3)ccc21,102.8,102.2,104.9,0.0,109.5,122.3,104.9,-18.9
O=C(CO/N=C/c1ccccc1OC(F)F)NC1CCCC1,98.9,102.0,100.4,2.0,101.7,109.0,98.5,12.0
COc1cc(CCC(O)CC(=O)CCc2ccccc2)ccc1O (stereo not drawn),109.4,104.0,101.0,0.0,109.7,85.8,104.5,-1.8
CCC(C)Sc1nc2c(cnn2-c2ccccc2)c(=O)[nH]1 (stereo not drawn),110.7,92.4,97.9,2.0,101.8,109.2,98.8,-12.6
Clc1ccc(CN2CCN(c3ncnc4scc(-c5cccs5)c34)CC2)cc1,102.4,105.4,101.9,1.0,100.1,107.3,100.6,34.2

# Nothing new here: an excerpt of the list.
SMILES,MEP2 TOR yeast,AGP1-GFP MLPCN,RPL19A TOR yeast,GRK2 inh,CIT2-GFP yeast,CR mimetic SO,LAP4-GFP MLPCN,VLA-4 inh
O=C(CO/N=C/c1ccccc1OC(F)F)NC1CCCC1,98.9,102.0,100.4,2.0,101.7,109.0,98.5,12.0
COc1cc(CCC(O)CC(=O)CCc2ccccc2)ccc1O (stereo not drawn),109.4,104.0,101.0,0.0,109.7,85.8,104.5,-1.8

# Part of the list above with just MEP2 TOR yeast and GRK2 inh.
canonical_smiles | MEP2 TOR yeast | GRK2 inh
O=C(OCC(=O)N1CCCCC1)c1c[nH]c(=O)[nH]c1=O | 108.3 | 0.0
COc1ccc(C2NC(=O)CCC2[N+](=O)[O-])c(OC)c1 (stereo not drawn) | 95.7 | 1.0
COc1ccccc1OCc1nnc(SCC(=O)Nc2ccc(N3CCOCC3)cc2)n1C | 101.6 | 0.0
O=C(/C=C/c1ccc(Cl)cc1)NCCN1CCOCC1 | 119.3 | 0.0

# New compounds follow:
SMILES,MEP2 TOR yeast,AGP1-GFP MLPCN,RPL19A TOR yeast,GRK2 inh,CIT2-GFP yeast,CR mimetic SO,LAP4-GFP MLPCN,VLA-4 inh
O=C(CN1CCN(C(=O)c2ccco2)CC1)Nc1cccc(S(=O)(=O)N2CCCC2)c1,106.1,99.8,96.1,2.0,96.5,84.1,96.2,-1.2
COC(=O)c1cn(Cc2ccc(C(F)(F)F)cc2)cc(F)c1=O,107.8,108.7,99.8,1.0,89.5,94.0,123.5,2.7
O=C(c1cc(-c2ccccc2)on1)N1CCCc2ccccc21,97.2,87.6,90.3,0.0,84.4,116.6,90.3,-1.1
Cn1c(=O)c2c(nc(CN3CCOCC3)n2CCCc2ccccc2)n(C)c1=O,97.7,104.8,100.2,0.0,94.0,85.9,96.8,46.6
Cc1ccc(CN2CCN(Cc3ccc(Oc4ncccn4)cc3)CC2CCO)cc1 (stereo not drawn),96.4,95.4,94.3,2.0,88.8,88.9,85.7,9.5
CN(CC(=O)Nc1c(Cl)cccc1Cl)C(=O)CC1Sc2ccccc2NC1=O (stereo not drawn),90.6,95.9,86.3,3.0,87.4,92.4,100.5,4.2
Cc1cc(NC(=O)c2ccccc2F)nc2c1c(=O)oc1ccccc12,116.8,102.9,109.0,0.0,92.5,73.2,103.6,-4.9
CCOC(=O)CSc1nc2ccc(N)cc2s1,100.4,nt,98.2,4.0,98.6,109.1,101.0,7.0
COc1cc(NC(=O)c2cc(OC)c(OC)c(OC)c2)c(OC)cc1NC(=O)CN1CCCCC1,99.0,97.3,91.6,2.0,100.3,94.2,95.1,3.0
COc1ccc([C@@H]2CC=C(C(=O)O)[C@H](c3ccc(Cl)cc3)N2S(=O)(=O)c2ccc(C)cc2)cc1OC,85.2,81.0,93.3,0.0,89.7,103.4,105.5,-2.8
CCOc1ncccc1C(=O)OCc1ccccc1,96.9,92.7,100.5,0.0,96.7,93.0,90.5,-6.3
NC(=O)c1cccnc1Oc1ccccc1,98.8,101.3,102.7,0.0,91.5,98.0,101.1,-7.9
COc1ccccc1N1CCN(C(=O)CCc2ccc(S(=O)(=O)NCC(C)C)cc2)CC1,115.7,104.2,99.8,0.0,100.1,92.9,nt,3.8
CCCSc1nnc2n(-c3ccccc3OC)c(=O)c3c4c(sc3n12)CCC4,91.6,91.8,89.6,15.0,100.5,103.6,88.5,-23.5
COc1cc(Cl)ccc1OCc1cc(C(=O)NCc2cc(C(C)C)no2)no1,92.5,93.7,96.7,0.0,86.2,93.9,100.6,7.7
CC(C)c1onc(C(=O)NCc2cccs2)c1[N+](=O)[O-],103.8,105.6,106.2,0.0,98.1,125.3,111.5,-9.2
CCOc1ccc2nc(-c3cc(NC(C)=O)ccc3O)sc2c1,110.8,98.2,106.8,0.0,99.7,91.2,91.5,11.8
CCSc1nc(=S)n(-c2ccccc2)c(C)c1C(C)=O,103.5,104.9,101.6,0.0,101.0,93.2,104.8,-2.0
CS(=O)(=O)N(Cc1ccc(Cl)cc1)c1ccc(C(=O)Nc2cccnc2)cc1,104.2,100.9,103.5,0.0,nt,101.0,93.8,-0.1
N#C/C(=C\c1ccc(OCc2cccc(C(=O)O)c2)cc1)C(=O)NCc1ccco1,91.7,92.2,99.6,3.0,88.1,107.3,87.2,-3.4
